Assay outcomes (PubChem)
NOD1 inhibition: inhibition of NOD1-driven NF-kB reporter – cell-based, luminescence, uHTS, primary screen (AID 1578). NOD1-driven NF-kB luciferase reporter cells, luminescence; higher % means a stronger effect. inhibition, % at 4 µM; hits with a dose series show EC50 in µM. actives 1% (n = 290,000); in the data active = inhibition mostly above about 36%, no sharp cut-off; inactive = mostly below about 34%;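 note: HEK-293T reporter cells stimulated with the NOD1 agonist gamma-tri-DAP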
XIAP displacement: small molecules displacing peptide from XIAP – biochemical, IAP family, fluorescence polarization (AID 1018). XIAP BIR domain, fluorescence polarization peptide displacement; higher % means a stronger effect. one-dose displacement, % at 20 µM; IC50 in µM for titrated hits. actives 0.007% (n = 200,000); in the data active = displacement above about 50%; note: a part of the inactive calls stands beside numbers as strong as those of hits
KOR beta-arrestin-1: KOR agonists, beta-arrestin recruitment, primary screen, cell-based, luminescence, uHTS (AID 1777); KOR beta-arrestin recruitment, luminescence; higher % means a stronger effect; activation, % at 10 µM; hits with a dose series show EC50 in µM; actives 0.02% (n = 280,000); in the data active = activation above about 50%, passing the limit was not always enough; note: a part of the inactive calls stands beside numbers as strong as those of hits
KOR beta-arrestin-2: kappa opioid receptor blockers – cell-based, luminescence, uHTS (AID 1778) | actives 0.091% (n = 290,000) | inhibition, % at 10 µM; hits with a dose series show IC50 in µM | KOR beta-arrestin recruitment, luminescence, antagonist mode; higher % means a stronger effect; note: strong numbers were not always called active
PMI inhibitors: MPI enzyme activity inhibition – biochemical, fluorescence intensity, coupled assay, primary screen (AID 1209); inhibition, % at 20 µM; hits with a dose series show IC50 in µM; actives 0.42% (n = 190,000); purified PMI enzyme, coupled fluorescence intensity; higher % means a stronger effect;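 note: plate controls were DMSO vehicle for no effect and wells lacking substrate for full effect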
LYP inhibition: inhibitors of LYP phosphatase, biochemical, fluorescence intensity, uHTS (AID 1779); actives 0.054% (n = 290,000); recombinant LYP phosphatase, fluorescence intensity; higher % means a stronger effect; inhibition, % at 11.5 µM, or IC50 in µM where a hit was titrated;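 note: plate controls were vehicle with enzyme for no effect and no enzyme for full effect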
HEK293 NOD2/NF-kB: inhibition of NOD2-driven NF-kB reporter – cell-based, luminescence, uHTS, HEK293 (AID 1566). HEK293 NOD2/NF-kB luciferase reporter, luminescence; higher % means a stronger effect. one-dose inhibition, % at 4 µM; EC50 in µM for titrated hits. actives 0.63% (n = 290,000); note: many of its hits are not listed in these tables
human PMI inhibitors: MPI inhibition at elevated mannose 6-phosphate – biochemical, fluorescence intensity, high mannose 6-phosphate, primary screen (AID 1220) | actives 0.66% (n = 190,000) | inhibition, % at 20 µM; hits with a dose series show IC50 in µM | recombinant PMI enzyme, coupled fluorescence intensity; higher % means a stronger effect
TNAP activators: human TNAP enzyme activators, primary screen, biochemical, luminescent, no phosphate acceptor, uHTS (AID 1001); purified TNAP, luminescent activation assay, no phosphate acceptor; higher activation fold means a stronger effect; activation fold at 20 µM, or EC50 in µM where a hit was titrated; actives 0.03% (n = 200,000); in the data active = activation fold from about 3, or a potency from the dose series; inactive = the rest, 99 in 100 with activation fold below about 1.6; note: many of its hits are not listed in these tables
Active calls of the source: *; nt = not tested or not shown; [ ] = remark or other dose. Cut-off read from the data, not from the text of the source, unless noted: active = inhibition above about 50%; inactive = the rest.

SMILES	NOD1 inhibition	XIAP displacement	KOR beta-arrestin-1	KOR beta-arrestin-2	PMI inhibitors	LYP inhibition	HEK293 NOD2/NF-kB	human PMI inhibitors	TNAP activators
CCCCCCCC(=O)N1CCN(c2cc3c(cc2F)c(=O)c(C(=O)O)cn3CC)CC1	-3%	nt	-4.2%	-10%	nt	-2%	18%	nt	nt
C/C(=N/NC(=O)CNC(=O)c1cccs1)c1ccc(Cl)cc1	-5%	nt	-0.8%	-28%	nt	-4%	6%	nt	nt
CN(CCOc1ccccc1)CC(=O)Nc1ccc(Br)cc1F	-19%	nt	1.5%	3%	nt	0%	-4%	nt	nt
CN=c1sc(C(=O)Nc2ccccc2)c(C)n1C	-7%	-6.3%	-0.7%	-21%	-17%	-8%	7%	-6%	1.1
O=C(CN1c2cccc3cccc(c23)S1(=O)=O)Nc1ccccc1F	-26%	nt	1.4%	-26%	nt	-5%	-8%	nt	nt
CCOC(=O)C1=C(C)NC2=C(C(=O)C(C(=O)OC)C(C)C2)C1c1ccc(OC)c(O)c1 (configuration not stated)	0%	-1.4%	3.4%	-21%	15%	7%	0%	1%	1.1
COC(=O)c1cc(-c2ccccc2)nc2nc(SC)[nH]c(=O)c12	17%	nt	0.9%	40%	nt	-8%	2%	nt	nt
CCCc1cc(=O)oc2c(C)c(OC(C)C(=O)NCCN3CCOCC3)ccc12 (configuration not stated)	-38%	nt	-2.0%	-10%	nt	-2%	12%	nt	nt
O=C1NC(c2ccccc2)=N/C1=C/c1ccco1	-14%	-5.7%	-1.2%	-37%	21%	0%	-28%	8%	1
Cc1cc(OC(=O)c2ccccc2Br)cc(=O)n1C	9%	-6.6%	-2.3%	8%	3%	-12%	21%	19%	1.1
C=CCc1cccc(CNc2nc3ccccc3n2CCC)c1O	4%	0.2%	2.3%	-34%	17%	-2%	-10%	13%	1.1
COc1ccc(CC(=O)Nc2nc3n(n2)C(c2ccccc2)CC(=O)N3)cc1OC (configuration not stated)	-15%	-3.6%	-10%	32%	0%	-1%	-2%	2%	1.1
COc1cc(NC(=O)CCc2nnc3ccc(N4CCN(c5cccc(OC)c5)CC4)nn23)cc(OC)c1	-21%	nt	-1.9%	-11%	nt	-14%	17%	nt	nt
CCCn1c(=O)c2c(nc3n2CCN3Cc2ccco2)n(C)c1=O	-25%	-5.6%	nt	nt	-6%	5%	-1%	-6%	1.1
COCCN(C(=O)c1ccccc1F)c1nnc(-c2ccc(OC)cc2)s1	-13%	nt	3.1%	-31%[20 µM]	nt	-1%	25%	nt	nt
O=C(c1ccccc1-c1nc(-c2ccc(F)cc2)no1)N1CCCC1	1%	-5.8%	-2.9%	-7%	7%	-9%	7%	8%	1
CCc1cc(/C(Cc2ccccn2)=N\Nc2ccccc2)c(O)cc1O	-20%	0.9%	-5.1%	8%	-56%	3%	3%	-107%	1.1
O=C(CCc1nnc(C2CCCCC2)o1)NCCCOc1cccnc1	-28%	-1.4%	-5.5%	-17%	2%	-8%	4%	-5%	1.1
O=C(N/N=C/c1cccc([N+](=O)[O-])c1)c1cccc(Br)c1	-19%	-3.5%	-4.6%	7%	0%	-4%	4%	-2%	1.2
Cc1cc(C)c(Nc2ncnc(N)n2)c(C)c1	2%	nt	-2.6%	-7%	nt	-2%	22%	nt	nt

Reprinted from the part before: four compounds, followed by the next part.
SMILES	NOD1 inhibition	XIAP displacement	KOR beta-arrestin-1	KOR beta-arrestin-2	PMI inhibitors	LYP inhibition	HEK293 NOD2/NF-kB	human PMI inhibitors	TNAP activators
CCc1cc(/C(Cc2ccccn2)=N\Nc2ccccc2)c(O)cc1O	-20%	0.9%	-5.1%	8%	-56%	3%	3%	-107%	1.1
O=C(CCc1nnc(C2CCCCC2)o1)NCCCOc1cccnc1	-28%	-1.4%	-5.5%	-17%	2%	-8%	4%	-5%	1.1
O=C(N/N=C/c1cccc([N+](=O)[O-])c1)c1cccc(Br)c1	-19%	-3.5%	-4.6%	7%	0%	-4%	4%	-2%	1.2
Cc1cc(C)c(Nc2ncnc(N)n2)c(C)c1	2%	nt	-2.6%	-7%	nt	-2%	22%	nt	nt
O=C(C1CC(=O)N(C2CCCC2)C1)N1CCN(c2ccccc2F)CC1 (configuration not stated)	1%	-0.3%	-6.1%	-6%	-4%	-7%	-12%	-2%	1.1
COC(=O)c1ccc(NC(=O)c2c(Br)cnn2C)cc1	-6%	nt	2.1%	-13%	nt	-3%	-10%	nt	nt
Cc1nn(CCOc2ccc(Br)cc2)c(C)c1[N+](=O)[O-]	-33%	-8.0%	-0.2%	25%	-3%	3%	-3%	-8%	1
Cc1cc(C)c2cc(CN(CCO)Cc3nnnn3Cc3ccccc3)c(=O)[nH]c2c1	-12%	4.5%	nt	-2%	-3%	-2%	6%	10%	1.2
Cc1ccc(C(=O)NN2C(=O)/C(=C/c3cn(C)c4ccccc34)SC2=S)cc1	36%	-2.7%	0.0%	-48%	-6%	4%	-16%	-3%	0.6
COc1ccc(Nc2c3c(nc4c(-c5ccccc5)c(C)nn24)CCC3)cc1	0%	-7.3%	-0.5%	-8%	15%	-3%	30%	16%	2
COC(=O)C1C(c2ccc(OC)cc2)C(C(=O)OC)S(=O)(=O)C(CCN2CCCCC2)S1(=O)=O (configuration not stated)	-20%	-3.3%	-7.5%	-2%	-8%	-4%	11%	-6%	1.2
CCC(C)(C)n1nnnc1CN1CCN(c2nc3cc(OC)ccc3cc2C#N)CC1	21%	-1.9%	1.1%	3%	0%	-1%	9%	10%	1.1
O=C(NCc1cccnc1)c1ccc(COc2ccc(Cl)cc2Cl)o1	-22%	-5.4%	nt	-42%[20 µM]	19%	-9%	32%	13%	1.1
O=C(CSc1nc(-c2ccco2)cc(C(F)(F)F)n1)NCc1cccs1	-6%	1.1%	-1.7%	-4%	8%	-7%	6%	5%	1.1
O=C(c1ccc(N2C(=O)C3C4CC(C(Br)C4Br)C3C2=O)cc1)N1CCCCC1 (configuration not stated)	14%	nt	0.9%	-23%	nt	-8%	13%	nt	nt
COCCN(C(=O)CCC(=O)Nc1ccccn1)C(C(=O)NCCC(C)C)c1ccc(OC)cc1 (configuration not stated)	2%	3.2%	-1.4%	-1%	-2%	-1%	12%	6%	1.1
CC(C)(C)c1nc2c(C#N)c(-c3ccc(Cl)cc3)ccn2n1	-5%	-12%	-3.0%	10%	7%	-3%	6%	6%	1.1
CC1=C(C(=O)OCc2ccccc2)C(c2ccccc2Cl)NC(=O)N1C (configuration not stated)	11%	nt	-4.3%	4%	nt	-3%	19%	nt	nt
CCC(C)[C@H](NC(=O)NCCCN1CCOCC1)C(=O)OC (some centres not stated)	-10%	-7.4%	4.4%	-2%	10%	-9%	8%	5%	1.1
CCCC(=O)Nc1cccc(NC(=O)c2ccc3c(c2)OCCO3)c1	-46%	3.0%	1.6%	23%	10%	-1%	-29%	3%	1.1
COC(=O)C1=C(C)NC(=O)NC1c1ccc2c(c1)OCO2 (configuration not stated)	-12%	nt	-0.8%	8%	nt	-10%	7%	nt	nt
O=C(O)Cc1ccc(Oc2ncc(C(F)(F)F)cc2Cl)cc1	-18%	-6.5%	-6.0%	14%	6%	-4%	6%	7%	1
O=C(CN1C(=O)c2cccc([N+](=O)[O-])c2C1=O)NCc1ccccc1	6%	nt	-3.8%	42%	nt	-9%	25%	nt	nt
CCOC(=O)c1c(NC(=O)CSC2=NN3CCCC(=O)N=C3S2)sc2c1CCCCC2	1%	-12%	3.9%	10%	10%	5%	3%	17%	1.1
CCCN1C(=O)SC(CC(=O)Nc2ccccc2C)C1=O (configuration not stated)	-3%	-5.8%	-3.5%	-5%	5%	-3%	14%	25%	0.8
Cn1c(=O)[nH]c(=O)c2c1nc(SCCO)n2CCCc1ccccc1	-9%	nt	-2.0%	8%	nt	-5%	5%	nt	nt
c1ccc(COc2ccc(OCCCCN3CCCCC3)cc2)cc1	-16%	-14%	-6.9%	-26%	4%	-3%	8%	6%	1.2
COC(=O)NC(=C(Cl)Cl)S(=O)(=O)c1ccccc1	75%*	-4.3%	3.0%	30%	-2%	-8%	32%	-11%	1.1
CCOC(=O)c1[nH]c(C)c(/C(O)=C2\C(=O)C(=O)N(CCCN3CCOCC3)C2c2cccs2)c1C (configuration not stated)	16%	nt	0.8%	-69%	nt	-8%	4%	nt	nt
CC1(C)CC(=O)CC2(C1)NCC(c1ccccc1)c1c2[nH]c2ccccc12 (configuration not stated)	-9%	-8.1%	0.3%	1%	17%	6%	-3%	14%	1
NC(=O)CC(NC(=O)Cc1ccc(Br)cc1)c1ccc(N2CCC(N3CCCCC3)CC2)c([N+](=O)[O-])c1 (configuration not stated)	24%	nt	3.8%	-16%[20 µM]	nt	-14%	12%	nt	nt
Cc1ccc(-n2c(SCC(=O)NCCN3C(=O)CSC3=O)nnc2-c2ccccc2)cc1	-35%	-0.2%	17%	-37%	7%	-2%	-14%	4%	1.2
CCC(C)c1ccc(OCC(=O)O)cc1 (configuration not stated)	-1%	-2.9%	-3.1%	8%	20%	-3%	18%	14%	1
COc1ccccc1C1CN(c2ccc(F)cc2F)N=C1c1cccs1 (configuration not stated)	14%	-12%	3.2%	55%	12%	-11%	-26%	4%	1.6
CCOC(=O)N1CCC(NS(=O)(=O)c2cc(Br)cc3c2N(C(=O)CC)CC3)CC1	-4%	-6.1%	5.3%	-28%	5%	-2%	8%	2%	1.1
O=C(NNC(=O)c1ccccc1Br)c1ccc2nc[nH]c2c1	11%	nt	6.7%	-17%	nt	-7%	10%	nt	nt
Cc1cccc(Nc2nc(N)c([N+](=O)[O-])c(NCc3ccccc3)n2)c1	-11%	nt	6.1%	-9%	nt	2%	1%	nt	nt
Cc1cc(=O)[nH]c(N/N=C/c2ccc(Cl)cc2Cl)n1	-11%	nt	-0.3%	-3%	nt	-8%	-7%	nt	nt
O=C(NNC(=O)c1ccc(-c2ccccc2)cc1)Nc1ccc(F)cc1F	8%	nt	0.6%	-11%	nt	-6%	1%	nt	nt
COC(=O)c1ccc(S(=O)(=O)N2CCCN(Cc3ccc(F)cc3)CC2)n1C	0%	nt	-0.6%	21%	nt	-6%	19%	nt	nt
COc1ccc(C2C(=O)N(C3CCCCCC3)CC(=O)N2Cc2ccccc2)cc1OC (configuration not stated)	14%	-1.2%	2.0%	-21%	2%	-2%	19%	-4%	1.1
ON=C1CCN(c2ncc(C(F)(F)F)cc2Cl)CC1	-9%	-12%	3.4%	-37%	6%	-1%	3%	6%	1
O=P(OC1CCCCC1)(OC1CCCCC1)C(O)c1c(Cl)cccc1Cl (configuration not stated)	-13%	-2.7%	1.9%	9%	18%	4%	-6%	14%	1.1
CC(=O)Nc1ccc(S(=O)(=O)NCc2ccc3c(c2)cc(C)n3C)cc1	11%	10%	-4.6%	-35%	-32%	-3%	14%	-33%	1
CCOc1ccccc1-c1nc(CN2CCCC2c2nccs2)c(C)o1 (configuration not stated)	-31%	-6.7%	-3.7%	-8%	-1%	3%	12%	0%	1.1
CC(=O)N1c2ccc(S(=O)(=O)N3CCCC(C(=O)NCc4ccc(Cl)cc4)C3)cc2CC1C (configuration not stated)	12%	nt	-3.4%	-22%	nt	-5%	41%	nt	nt

The list is partial; the hit share may differ from the screen's.
